Furin inh – inhibitors of human furin. purified furin, fluorogenic substrate cleavage. inhibition, % at 30 µM. hit rate 0.061% among 220,000. AID 463115; in the data active means inhibition above about 25%; further: inactives centre near -15
Target sequence (P09958 108-714 limits assumed): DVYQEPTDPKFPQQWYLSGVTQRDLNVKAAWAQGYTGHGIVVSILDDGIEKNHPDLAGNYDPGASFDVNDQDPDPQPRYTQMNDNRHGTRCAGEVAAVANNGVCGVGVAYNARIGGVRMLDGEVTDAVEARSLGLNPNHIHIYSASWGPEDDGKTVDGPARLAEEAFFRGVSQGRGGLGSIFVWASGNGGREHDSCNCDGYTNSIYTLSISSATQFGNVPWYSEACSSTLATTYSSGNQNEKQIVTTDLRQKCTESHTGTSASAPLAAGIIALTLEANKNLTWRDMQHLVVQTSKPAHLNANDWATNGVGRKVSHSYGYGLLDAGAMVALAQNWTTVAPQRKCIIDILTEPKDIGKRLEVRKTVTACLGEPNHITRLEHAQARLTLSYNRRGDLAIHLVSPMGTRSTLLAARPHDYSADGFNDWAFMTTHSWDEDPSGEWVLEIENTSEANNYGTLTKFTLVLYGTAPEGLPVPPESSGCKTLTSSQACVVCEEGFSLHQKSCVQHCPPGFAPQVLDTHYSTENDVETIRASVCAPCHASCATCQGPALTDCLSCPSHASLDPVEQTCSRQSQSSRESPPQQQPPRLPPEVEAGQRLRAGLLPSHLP
Runt-SMMHC FRET – blocks binding of human RUNX1 Runt domain to CBFb-SMMHC. Cerulean-Runt/Venus-CBFb-SMMHC FRET ratio 530/480, 1 h. inhibition, % at 20 µM. hit rate 0.74% among 220,000;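 active means mean inhibition across duplicate retests at 20 µM reaching about 50%, limit read from the data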;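 further: 0% = DMSO wells and 100% = wells with excess untagged CBFb-SMMHC; inhibitors lower the FRET ratio by blocking Runt binding to CBFb-SMMHC; some results filed as inactive read as strong as hits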
Runt-CBFb FRET – blocks binding of human RUNX1 Runt domain to CBFb | Q01196+Q13951 | Cerulean-Runt/Venus-CBFb FRET ratio 530/480, 1 h | inhibition, % at 20 µM | hit rate 0.46% among 220,000 | AID 1496;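 active means inhibition over about 50% at 20 µM in the single-dose screen, limit read from the data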;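 further: 0% = DMSO wells and 100% = excess unlabeled CBFb competitor control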
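Assay system: Cerulean-tagged RUNX1 Runt domain (FRET donor) fusion protein / Amount: 100 nM each of Venus-CBFb and Cerulean-Runt domain / Medium: Tris buffer pH 7.5 with salts and BSA / Also added: Venus-CBFb 100 nM / Schedule: 1 h complex formation plus 1 h compound treatment, room temperature / Signal: FRET fluorescence / Read-out: loss of energy transfer signal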
EBV gp42 block – inhibitors of Epstein-Barr virus glycoprotein 42; AID 1085; Fluorescence polarization binding assay, mP read-out; inhibition, % (tested at 21.74 µM); hit rate 0.42% among 220,000; Q1HVG2; in the data active means inhibition above about 50%
Target sequence (Q1HVG2 whole entry, looked up): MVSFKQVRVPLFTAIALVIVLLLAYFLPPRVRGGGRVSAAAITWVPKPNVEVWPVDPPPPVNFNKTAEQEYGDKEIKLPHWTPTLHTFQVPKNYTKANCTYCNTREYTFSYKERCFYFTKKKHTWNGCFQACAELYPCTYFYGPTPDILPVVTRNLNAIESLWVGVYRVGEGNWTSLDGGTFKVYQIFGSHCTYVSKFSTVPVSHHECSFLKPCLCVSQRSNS
p47phox inh – blocks human p47phox regulatory protein of NADPH oxidases. P14598. p47phox/p22phox peptide binding, fluorescence polarization, 2 h. inhibition, % at 24.7 µM. hit rate 0.53% among 220,000;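 active means inhibition above about 30%, limit read from the data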;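 further: 0% = p47phox with labelled peptide and 100% = labelled peptide alone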
p97 ATPase inh – blocks human p97 ATPase activity; recombinant p97 ATPase, Kinase-Glo ATP luminescence, 3 h; AID 1481; inhibition, % at 8 µM; hit rate 0.42% among 220,000; in the data active means inhibition above about 15%;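 further: 0% = DMSO vehicle and 100% = wells lacking enzyme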
TbHK1 inh – blocks Trypanosoma brucei hexokinase 1 activity; inhibition, % at 10 µM; AID 1430; recombinant TbHK1, G6PDH-coupled NADH A340; hit rate 0.11% among 220,000;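 active means inhibition of 50% or more in the single-dose primary screen; inactive means inhibition below 50%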
Calpain2 inh – inhibitors of pig calpain II; hit rate 0.37% among 220,000; purified calpain II, fluorogenic peptide substrate, 30 min; AID 1236; inhibition, % at 16 µM;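 active means inhibition above about 50%, limit read from the data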
RBBP9 inh – inhibitors of human serine hydrolase RBBP9. hit rate 0.2% among 220,000. inhibition, % at 7.94 µM. O75884. recombinant RBBP9, FP-Rh probe fluorescence polarization. AID 1515;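 active means inhibition above the campaign mean of all tested compounds plus 3 SD, cut at about 14% in these data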;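 further: plate controls were DMSO wells with RBBP9 for no effect and wells lacking RBBP9 protein for full effect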
Target sequence (O75884 whole entry, looked up): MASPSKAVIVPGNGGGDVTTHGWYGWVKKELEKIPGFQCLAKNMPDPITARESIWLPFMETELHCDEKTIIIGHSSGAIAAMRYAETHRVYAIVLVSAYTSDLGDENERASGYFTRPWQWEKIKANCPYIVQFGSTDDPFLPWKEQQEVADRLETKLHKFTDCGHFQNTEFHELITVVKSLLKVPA
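System: RBBP9 protein / Quantity: 2.5 µM RBBP9 dispensing solution, before mixing / Also added: Serine-hydrolase probe FP-Rh, 375 nM pre-mixing / Dosing: 7.94 µM single dose, 0.794% DMSO / Timing: enzyme-compound preincubation 30 min, then probe labeling 45 min, 25 °C / Signal: FP readout at 525/598 nm / Controls: DMSO-treated enzyme wells and wells lacking RBBP9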
Active calls of the source: *; . = not tested or not shown; & = joins results of further samples; [ ] = another dose, or the depositor's remark.

entry	Compound	Furin inh	Runt-SMMHC FRET	Runt-CBFb FRET	EBV gp42 block	p47phox inh	p97 ATPase inh	TbHK1 inh	Calpain2 inh	RBBP9 inh
1	C(=N\n1cnnc1)/c1nc2ccccc2[nH]1	-13	-1	-1	-8	-17	-1	-39	-27	-11
2	COCCCN1C(=O)c2ccc(C(=O)Nc3ccc(OC)cc3OC)cc2C1=O	-21	-4	0	-12	-10	-1	-10	-1	-3
3	O=C(CSc1nnc(-c2ccc(Cl)cc2)n1CC1CCCO1)NC1CCS(=O)(=O)C1 (centres undefined)	-27	-2	.	2	1	1	3	-25	-4
4	CCCCOc1ccc(-c2nnn(C(C)C(=O)OCC)n2)cc1 (centres undefined)	-1	-5	-6	3	-3	-7	-3	29	0
5	CCOC(=O)C1CCN(Cc2cc(=O)n3c(-c4ccccc4)csc3n2)CC1	-9	-5	-1	-18	-1	2	-11	-50	2
6	O=C(NCCN1CCOCC1)c1ccc2c(c1)N(Cc1c(F)cccc1Cl)C(=O)c1ccccc1S2	-13	1	2	1	-1	-3	-2	-32	-2
7	O=c1nc2ccccc2c2n1CC(CN1CCN(c3cccc(Cl)c3)CC1)N2 (centres undefined)	-22[20 µM]	-6	-4	-15	-9	7	-5	17	-11
8	CCC(C)NS(=O)(=O)c1ccc(OCC(=O)Nc2ccc3c(c2)OCO3)cc1 (centres undefined)	-11[20 µM]	-6	0	-13	-7	0	3	-3	4
9	O=C(CC(NS(=O)(=O)c1ccc(Cl)cc1)c1ccco1)NCc1ccco1 (centres undefined)	-23	5	-2	-3	-4	4	6	-17	-13
10	COc1cccc(C2C(C(N)=O)=C(C)Nc3nc(CCCO)nn32)c1OC (centres undefined)	-14	4	.	2	-6	1	-6	-10	-6
11	CCCn1c(C)cc(-c2csc(N)n2)c1C	-3[20 µM]	-16	6	10	-12	-2	2	-137	-5
12	CCOC(=O)C1CCCN(C(=O)c2cccs2)C1 (centres undefined)	15[20 µM]	2	0	-6	-1	6	-1	-6	5
13	O=C(N1CCOCC1)n1cnc2ccccc21	-1[20 µM]	2	0	-11	6	-9	2	-19	-4
14	COc1ccccc1N1CCN(S(=O)(=O)c2ccccc2)CC1	-6[20 µM]	-1	0	-9	-6	-9	1	0	-4
15	CC(C)(CCl)C(=O)Nc1ccc(Sc2ccc(F)cc2)cc1	-9[20 µM]	-8	-2	-12	-10	-2	5	19	-6
16	N=C1C(c2nc3ccccc3[nH]2)=C(O)CN1c1ccc(F)cc1	-1[20 µM]	1	1	-22	4	1	10	-43	5
17	O=C(C1=C[C@@H](C2CC2)C[C@@H](OCCCCO)O1)N1CCN(Cc2ccc3c(c2)OCO3)CC1	3	2	1	0	.	-3	-6	11	-10
18	CC(C)(C)c1ccc(C(=O)NNc2cc(N3CCOCC3)nc(N3CCOCC3)n2)cc1	-14	-6	-1	-14	1	0	8	-4	-3
19	Cc1nn(-c2ccc(F)cc2)c(Cl)c1/C=C/C(=O)OCC(=O)Nc1ccc(F)cc1F	-24	-3	1	-17	-56	0	-5	16	-4
20	CCOc1ccc(C2=[N+]([O-])C(C)(C)N(O)C2(C)C)cc1	-19	4	0	-11	3	-2	4	7	2
21	S=C(Nc1ccccn1)c1ccccn1	-22&-30	8&1	11&13	-19&-11	-12&-13	4&0	-5&-16	24&-11	1&4
22	Cc1cc(C)c(-c2noc(C(=O)OC(C)(C)C)c2C(=O)OC(C)(C)C)c(C)c1	-15[20 µM]	-5	0	-24	-7	4	1	5	1
23	Cc1ccc(NC(=O)NC2C(NC(=O)Nc3ccc(C)cc3)N(C)C(=O)N2C)cc1 (centres undefined)	-4[20 µM]	6	0	-16	1	-4	18	-2	-5
24	O=C(NNc1cccc(Cl)n1)c1ccccc1CC[N+](=O)[O-]	-23	2	2	-22	-6	8	0	-5	-2
25	Cc1ccc(CC(=O)NCc2cccnc2)cc1	-32	-1	0	-5	1	4	2	-18	2

An excerpt from above in order of molar mass, falling.
entry	Compound	Furin inh	Runt-SMMHC FRET	Runt-CBFb FRET	EBV gp42 block	p47phox inh	p97 ATPase inh	TbHK1 inh	Calpain2 inh	RBBP9 inh
19	Cc1nn(-c2ccc(F)cc2)c(Cl)c1/C=C/C(=O)OCC(=O)Nc1ccc(F)cc1F	-24	-3	1	-17	-56	0	-5	16	-4
23	Cc1ccc(NC(=O)NC2C(NC(=O)Nc3ccc(C)cc3)N(C)C(=O)N2C)cc1 (centres undefined)	-4[20 µM]	6	0	-16	1	-4	18	-2	-5
9	O=C(CC(NS(=O)(=O)c1ccc(Cl)cc1)c1ccco1)NCc1ccco1 (centres undefined)	-23	5	-2	-3	-4	4	6	-17	-13
8	CCC(C)NS(=O)(=O)c1ccc(OCC(=O)Nc2ccc3c(c2)OCO3)cc1 (centres undefined)	-11[20 µM]	-6	0	-13	-7	0	3	-3	4
5	CCOC(=O)C1CCN(Cc2cc(=O)n3c(-c4ccccc4)csc3n2)CC1	-9	-5	-1	-18	-1	2	-11	-50	2
10	COc1cccc(C2C(C(N)=O)=C(C)Nc3nc(CCCO)nn32)c1OC (centres undefined)	-14	4	.	2	-6	1	-6	-10	-6
14	COc1ccccc1N1CCN(S(=O)(=O)c2ccccc2)CC1	-6[20 µM]	-1	0	-9	-6	-9	1	0	-4
4	CCCCOc1ccc(-c2nnn(C(C)C(=O)OCC)n2)cc1 (centres undefined)	-1	-5	-6	3	-3	-7	-3	29	0
20	CCOc1ccc(C2=[N+]([O-])C(C)(C)N(O)C2(C)C)cc1	-19	4	0	-11	3	-2	4	7	2
12	CCOC(=O)C1CCCN(C(=O)c2cccs2)C1 (centres undefined)	15[20 µM]	2	0	-6	-1	6	-1	-6	5
13	O=C(N1CCOCC1)n1cnc2ccccc21	-1[20 µM]	2	0	-11	6	-9	2	-19	-4
1	C(=N\n1cnnc1)/c1nc2ccccc2[nH]1	-13	-1	-1	-8	-17	-1	-39	-27	-11

Next section:
entry	Compound	Furin inh	Runt-SMMHC FRET	Runt-CBFb FRET	EBV gp42 block	p47phox inh	p97 ATPase inh	TbHK1 inh	Calpain2 inh	RBBP9 inh
26	COc1ccc(C(=O)Nn2cnc3ccccc3c2=O)c(OC)c1	-5[20 µM]	2	2	-14	1	5	1	-16	1
27	O=C(CN1C2CCC1CC(NC(=O)Nc1ccccc1)C2)NCc1ccco1 (centres undefined)	-14[20 µM]	2	2	-9	-10	-2	-1	-21	-9
28	CC(C)(C)c1ccc(-c2n[nH]c(=S)n2CC2CCCO2)cc1 (centres undefined)	-27	7	6	-26	-5	4	0	16	-2
29	O=c1c2cnn(-c3ccccc3)c2nc(-c2cccs2)n1-c1ccc(Cl)cc1	-9	-3	1	-23	-10	1	-1	-201	5
30	Cc1ccc(Oc2c(C(N)=O)cc([N+](=O)[O-])cc2[N+](=O)[O-])cc1	-15	7	11	-11	-3	7	0	25	5
31	COc1ccc(Nc2ncc(C(=O)N3CCC(C(N)=O)CC3)c3ccccc23)cc1	-19[20 µM]	-3	.	-12	-8	1	-20	8	-2
32	O=C(Oc1cccnc1)c1ccc([N+](=O)[O-])cc1Cl	-28	1	0	-27	4	2	-3	-30	-7
33	Cc1ccc2c(CC(=O)OC(C)C(=O)Nc3ncc(Cl)cc3Cl)coc2c1 (centres undefined)	-17	5	-2	-1	-12	2	0	4	-6
34	CN(C(=O)C1CCCO1)c1nnc(-c2cnccn2)s1 (centres undefined)	-2	-2	2	1	0	-5	-26	-70	-5
35	CS(=O)(=O)N(CC(=O)NC1CCCCCC1)Cc1ccccc1	-6[20 µM]	1	-1	-15	3	-2	-3	9	-6
36	COC(=O)CSc1snnc1-c1ccc(Cl)cc1Cl	-12[20 µM]	-1	2	-16	-1	-4	16	-15	2
37	COc1ccccc1OCc1n[nH]c(=S)n1Cc1ccccc1	-35	16	6	2	12	7	-2	2	-8
38	CC(C)[C@H](NC(N)=O)C(=O)NCCc1ccc(Cl)cc1	-28	3	2	-18	-3	4	4	-4	-9
39	Cc1ccc(Sc2c(O)c3ccccc3n(C)c2=O)cc1	-16	5	3	-27	-2	4	-5	-8	5
40	Cc1cc(Nc2c(C)cccc2C)n2nc(C)nc2n1	-26	6	2	-5	-13	2	-3	10	-5
41	Cn1c(Cl)cnc1C1CC(=O)c2cc(Cl)ccc2O1 (centres undefined)	-20	-1	-1	-11	7	6	-12	-14	1
42	CCOC(=O)Cn1c(=S)[nH]c2c(oc3ccc(Cl)cc32)c1=O	-14[20 µM]	-1	12	1	-7	4	-8	-2	-2
43	CCN(CC)S(=O)(=O)c1cccc(C(=O)N/N=C/c2cccc(O)c2O)c1	-4	-2	-11	-11	-10	9	29	8	-2
44	CCn1c(=O)cc(SCC(=O)N2CCC(C)CC2)c2ccccc21	-11	-3	-2	-14	-6	-10	-9	5	-2
45	O=C(NCc1csc(-c2cccs2)n1)Nc1ccc(C(F)(F)F)cc1	-12	-6	1	-13	-7	11	-9	3	-2
46	CSc1nc(-c2ccc(Cl)cc2)c(C#N)c(=O)[nH]1	-22	1	-3	-23	-12	4	-3	-4	-8
47	CCCc1cc(C(=O)Nc2cc(C)nn2-c2ccccc2)no1	-23	0	-1	-2	-7	1	-5	-17	-6
48	Cc1csc(NC(=O)CCC(=O)c2cccs2)n1	-23	1	-1	-2	-13	5	1	-53	-2
49	COc1ccc(N(CC(=O)NCc2ccccc2OC)S(=O)(=O)c2ccccc2[N+](=O)[O-])c(OC)c1	-33	3	-3	11	7	3	1	-26	-8
50	O=C(Nc1cccnc1)c1ccc(COCC(F)(F)F)cc1	-12[20 µM]	5	-1	-19	-12	-1	-2	17	2

(more compounds)
Under each structure – Furin inh	Runt-SMMHC FRET	Runt-CBFb FRET	EBV gp42 block	p47phox inh	p97 ATPase inh	TbHK1 inh	Calpain2 inh	RBBP9 inh
(51) Cc1ccccc1N=C1NC(=O)/C(=C/c2cccn2C)S1
 : -11	0	-3	-33	-154	3	-11	-17	5
(52) COc1ccc(OC)c(N/C=C/C(=C(C#N)C#N)N(C)C)c1
 : -13	-8	1	-15	-7	3	-43	22	3
(53) Cc1onc(-c2ccccc2)c1C(=O)Nc1c(C)n(C)n(-c2ccccc2)c1=O
 : -21	-5	-1	-25	-4	6	7	1	-2
(54) N/C(=N\OC(=O)c1ccco1)c1ccccc1
 : -14[20 µM]	6	1	-10	-2	-9	3	8	-11
(55) CCCNC(=O)Nc1ccc2c(c1)nc(C)n2C
 : -19[20 µM]	5	1	-13	-3	2	-1	5	-9
(56) Cc1ccsc1C=Nc1ccc(O)cc1
 : -23	4	4	-1	1	25*	3	-19	15*

Rows were taken by chance; overall some 2.7% were active at least once.
